# Compound activity from PubChem BioAssay.
# SKKanGAS inh = S. pyogenes SKKanGAS growth inhibitors in kanamycin, primary screen, streptokinase expression inhibitor project, SKKanGAS strain, BacTiter-Glo luminescence. 6 h. inhibition, % at 7.5 µM. 1.3% of 300,000 active. AID 1662, 2009;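 active = mean replicate score, as percent of positive control median, at least 50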;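 note: strain carries kanamycin resistance gene driven by streptokinase promoter and grows in 40 µg/ml kanamycin; loss of luminescence reflects streptokinase promoter inhibition or plain growth inhibition; 0% = median of DMSO wells and 100% = positive control at its reference dose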
# HIF activator = HIF pathway transcriptional activators, primary screen, cell-based, U2OS HRE-luciferase, luminescence; U2OS HRE-luciferase reporter; normalized: DMSO 0%, desferrioxamine 100%; activation, % at 7.5 µM (by protocol); 0.32% of 300,000 active; AID 1910, 2009;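 active = mean activation of at least 10% of the iron chelator positive control signal, with at least half of replicates also reaching 10%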
# MrgX1 allo act = positive allosteric modulators of MrgX1, primary screen, HEK293 cells, Fluo-4 calcium flux. B-score at 10 µM. FDSS; hits give high values. AID 588675, 2011. 0.63% of 310,000 active;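 active = plate-corrected calcium response at least 3 library SD above typical, normal starting fluorescence, not activating the receptor alone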;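 note: compound read alongside a low EC10 to EC30 dose of BAM8-22 agonist; peak minus trough fluorescence over baseline measured at the second addition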
# TRPC4 inh = inhibitors of mouse TRPC4 channel, primary screen, Fluo4 calcium, HEK293 TRPC4beta/mu-opioid cells. Short transient receptor potential channel 4 (Mus musculus), Q9QUQ5. B-score at 10 µM. DAMGO-evoked Fluo4 calcium flux; hits give low values. 0.39% of 300,000 active;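 active = B-score over 3 SD under the library average, no early fluorescence shift, positive overall ratio signal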
# Target sequence (Q9QUQ5 whole entry, looked up): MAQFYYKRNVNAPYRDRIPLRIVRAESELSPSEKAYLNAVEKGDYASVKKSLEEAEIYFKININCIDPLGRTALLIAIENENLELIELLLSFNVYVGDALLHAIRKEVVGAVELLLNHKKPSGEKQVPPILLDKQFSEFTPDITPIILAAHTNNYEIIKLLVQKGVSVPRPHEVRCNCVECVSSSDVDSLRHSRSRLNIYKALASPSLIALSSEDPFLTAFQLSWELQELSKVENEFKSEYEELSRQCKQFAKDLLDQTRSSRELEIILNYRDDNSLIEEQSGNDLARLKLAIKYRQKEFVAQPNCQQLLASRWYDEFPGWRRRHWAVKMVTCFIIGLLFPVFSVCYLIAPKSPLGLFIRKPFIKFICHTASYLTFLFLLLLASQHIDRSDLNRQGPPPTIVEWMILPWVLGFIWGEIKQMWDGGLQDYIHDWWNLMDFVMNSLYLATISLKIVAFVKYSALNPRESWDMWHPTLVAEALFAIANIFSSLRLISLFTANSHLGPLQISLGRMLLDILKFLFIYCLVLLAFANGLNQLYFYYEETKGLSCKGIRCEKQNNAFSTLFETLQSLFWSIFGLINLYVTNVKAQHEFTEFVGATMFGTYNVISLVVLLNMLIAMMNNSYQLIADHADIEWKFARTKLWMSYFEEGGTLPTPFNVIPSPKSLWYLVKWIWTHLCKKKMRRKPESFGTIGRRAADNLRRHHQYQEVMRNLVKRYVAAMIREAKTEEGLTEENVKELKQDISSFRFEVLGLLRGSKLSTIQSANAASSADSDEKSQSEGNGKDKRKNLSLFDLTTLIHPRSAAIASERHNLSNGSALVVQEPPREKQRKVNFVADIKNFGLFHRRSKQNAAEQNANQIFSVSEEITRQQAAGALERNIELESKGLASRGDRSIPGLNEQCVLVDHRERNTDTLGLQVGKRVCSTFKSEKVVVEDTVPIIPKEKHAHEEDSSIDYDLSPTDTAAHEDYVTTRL
#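 Assay system: HEK293 cells with stable TRPC4beta plus mu-opioid receptor expression. Dosing: single dose. Measured by: Fluo4 Ca2+ flux fluorescence. Also added: DAMGO in two steps, submaximal then maximal. Read-out: B score from integrated Fluo4 fluorescence ratio.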
# MrgX1 antagonist = antagonists of human MrgX1 receptor, primary screen, HEK293 cells, Fluo-4 calcium flux; B-score at 10 µM; BAM8-22 antagonism; hits give low values; 1.3% of 310,000 active;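 active = calcium-response B-score plate-corrected more than 3 library SD below zero, starting fluorescence within 5 deviations, no agonist response on first addition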;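 note: peak minus trough fluorescence over baseline after final BAM8-22 challenge near maximal dose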
# Platelet DG rel = inhibitors of platelet dense granule secretion, primary screen, cell-based, MLPCN, human platelets; 0.22% of 300,000 active; human platelet-rich plasma, SFLLRN dense granule ATP release, luminescence; inhibition, %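 (compounds screened at 7.5 µM in platelet-rich plasma)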; AID 1663, 2009;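 active = mean replicate score, as percent of positive control, at or above 50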
# RGS4 block = RGS4 inhibitors, primary screen, cell-based, HEK293 M3R inducible RGS4, calcium flux; Fluo-4 calcium flux; hits give high values; triggered by carbachol at its EC20; B-score at 10 µM; 0.45% of 310,000 active;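 active = B-score, a plate-corrected calcium signal, over three deviations above library mean, with baseline fluorescence within five deviations of library mean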;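 note: RGS4 expression induced by doxycycline in cells with stable M3 receptor; B-score is computed from the integrated fluorescence ratio over baseline after carbachol; higher B-score means a larger calcium signal and so more RGS4 inhibition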
# MrgX1 ag = agonists of human MrgX1 receptor, primary screen, HEK293 cells, Fluo-4 calcium flux. Mas-related G-protein coupled receptor member X1 (Homo sapiens), Q96LB2. B-score at 10 µM. AID 588627, 2011. Fluo-4 calcium fluorescence, agonist mode; hits give high values. 0.44% of 310,000 active;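 active = calcium response B-score plate-corrected fluorescence ratio at least 3 library SD, with starting fluorescence B-score inside 5 SD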
#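 System: HEK293 cells stably expressing human MrgX1 receptor; Dosing: test compound in the initial addition of three; Schedule: overnight plating, then 30 min 37 °C plus 30 min room-temperature dye loading; Detection: kinetic calcium dye fluorescence, Fluo-4 NW; Controls: per-plate positive and negative controls for Z′ factor.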
# RGS4 pot = RGS4 potentiators or activators, primary screen, cell-based, HEK293 M3R inducible RGS4, calcium flux; carbachol calcium flux Fluo4; hits give low values; B-score at 10 µM; 0.92% of 310,000 active;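 active = B-score of the integrated calcium signal more than 4 SD below the library mean, with starting fluorescence not abnormally high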;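 note: negative B-score means reduced calcium response which marks RGS4 activation or potentiation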
#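 System – HEK293 FlpIn-TREx cells, stable M3R, doxycycline-inducible RGS4 · Reagent – ECmax carbachol challenge · Times – compound preincubation 20 min at room temperature before agonist · Technique – Fluo4 fluorescence kinetic imaging of calcium · Measure – B score of integrated Fluo4 ratio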
# TRPC6 activator = mouse TRPC6 channel activators, primary screen, cell-based, HEK293, membrane potential dye. HEK293-TRPC6 membrane potential dye fluorescence; hits give high values. B-score at 10 µM. 0.13% of 310,000 active. Short transient receptor potential channel 6 (Mus musculus), Q61143;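 active = B-score of the integrated fluorescence ratio above library mean plus 3 SD, and starting fluorescence ratio within library mean plus 5 SD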;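 note: higher score means more depolarization so channel activation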
# TRPC6 inhibitor = mouse TRPC6 channel inhibitors, primary screen, cell-based, HEK293, membrane potential dye | B-score at 10 µM | ACh-evoked depolarization; hits give low values | 1.1% of 310,000 active | AID 2553, 2010;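 active = B-score under library mean minus 3 SD, initial fluorescence not abnormally high, positive integrated signal ratio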;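 note: B-score derived from integrated fluorescence ratio over the kinetic read; more negative B-score means stronger inhibition of depolarization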
# * = called active by the depositor; i = inactive; · = no result given. Outcome played no part in choosing rows; about 6.1% have a hit in one of these screens.
canonical_smiles | MrgX1 ag | Platelet DG rel | RGS4 block | RGS4 pot | TRPC6 activator | MrgX1 antagonist | MrgX1 allo act | HIF activator | SKKanGAS inh | TRPC6 inhibitor | TRPC4 inh
CCOC(=O)c1nnn(CC(=O)N2N=C(c3cc(C)ccc3C)CC2c2ccc(OC)cc2)c1C(=O)OCC (configuration not stated) | i | 18.3 | i | i | i | i | i | -0.5 | 18.7 | i | i
CC1CN(C(=S)c2cccc([N+](=O)[O-])c2)CC(C)O1 (configuration not stated) | i | 1.0 | i | i | i | i | i | -0.3 | 9.3 | i | i
CN(C)N(Cc1ccccc1)C(=O)C(O)(c1ccccc1)c1ccccc1 | i | -3.5 | i | i | i | i | i | -25.4 | 0.3 | i | i
COc1ccc(CN(CC2CCCO2)S(=O)(=O)c2ccc(C(=O)O)cc2)cc1OC (configuration not stated) | i | 5.8 | i | i | i | i | i | 0.0 | 4.2 | i | i
O=S(=O)(c1ccc(F)c(F)c1)N1CCN(Cc2ccc3c(c2)OCO3)CC1 | i | -10.0 | i | i | i | i | i | 0.3 | -8.3 | i | i
CC(C)(C)OC(=O)NCCc1nnc(SCc2ccc(Cl)cc2)o1 | i | 2.6 | i | i | i | i | i | 0.3 | -0.5 | i | i
CC(C)(C)OC(=O)N[C@@H](COCc1ccccc1)C(=O)N[C@@H](CO)[C@H](O)[C@@H]1C[C@@H]1C(=O)NC1CCCCC1 | i | 1.0 | i | i | i | i | i | 0.1 | 5.1 | i | i
COc1ccc(C(=O)CSc2nccc(=O)[nH]2)cc1 | i | 5.8 | i | i | i | i | i | 0.0 | -2.8 | i | i
CC1CCN(Cc2nnc(-c3cccc(Br)c3)o2)CC1 | i | 7.2 | i | i | i | i | i | 2.3 | -2.4 | i | i
Cc1noc(C)c1S(=O)(=O)N(CC(=O)NCCc1ccccc1)c1ccc(C(C)C)cc1 | i | 9.1 | i | i | i | i | i | -0.5 | -1.9 | i | i
CC(=O)C(Cc1ccccc1)(Cc1ccccc1)C(C)=O | i | 2.8 | i | i | i | i | i | 0.0 | 7.3 | i | i
Cc1ccc(NC(=O)C2C3C=CC4(O3)C2C(=O)N(CCCN2CCCCC2)C4C(=O)NC2CCCCC2)cc1C (configuration not stated) | i | -1.1 | i | i | i | i | i | 0.0 | 1.2 | i | i
Cc1ccc(C(C)C)c(OCCNC(=O)c2cncc(Br)c2)c1 | i | 0.2 | i | i | i | i | i | -0.3 | -2.4 | i | i
Cc1sc2nc3n(c(=O)c2c1C)CCCCC3 | i | -6.9 | i | i | i | i | i | 0.6 | -14.8 | i | i
CC(OC(=O)CCc1nc2ccccc2c(=O)[nH]1)C(=O)c1ccc(C(C)(C)C)cc1 (configuration not stated) | i | 23.5 | i | i | i | i | i | 0.4 | 9.5 | i | i
CC1(C)CC(=O)C2=C(C1)OC(N)=C(C#N)C2c1ccccc1OC(=O)N1CCOCC1 (configuration not stated) | i | 2.2 | i | i | i | i | i | -0.4 | 6.1 | i | i
Cc1cc(C(=O)OCC(=O)NCc2cccs2)c2ccccc2n1 | i | 7.0 | i | i | i | i | i | -0.6 | -9.4 | i | i
Cc1cc(C)n2nc(SCc3cccc(S(=O)(=O)N(C)C)c3)nc2n1 | i | 14.0 | i | i | i | i | i | 2.8 | 7.3 | i | i
Cc1ccc(C(=O)N2CCN(c3ccc(NC(=O)COc4ccccc4C)cc3)CC2)cc1 | i | -6.2 | i | -8.39* | i | i | i | -0.8 | 18.5 | i | i
COc1cccc(/C=N/NC(=O)CSc2nnc(C)n2-c2ccccc2)c1O | i | 11.3 | i | i | i | i | i | 1.4 | 16.1 | i | i
NC(=O)CNc1ncc(C(F)(F)F)cc1Cl | i | -2.0 | i | i | i | i | i | -0.2 | -4.7 | i | i
CC(C)(C)c1ccc(OCc2ccc(C(=O)N/N=C3\CC4CC=CC34)cc2)cc1 (configuration not stated) | i | 5.8 | i | i | i | i | i | -1.3 | -9.2 | i | i
COc1ccc(N2CC(C(=O)NC3CC(C)(C)NC(C)(C)C3)CC2=O)cc1 (configuration not stated) | i | -3.9 | i | i | i | i | i | -0.4 | -4.1 | i | i
CCN(CC)Cc1c(-c2ccccc2)[nH]c2ccc(C)cc2c1=O | i | -7.9 | i | i | i | i | i | 0.2 | -6.6 | i | i
COc1cc(CNc2ccccc2Oc2cc(=O)n(C)c(=O)n2C)cc(OC)c1OC | i | 2.6 | i | i | i | i | i | -1.6 | -6.2 | i | i
Cc1cc(NC(=O)CSc2nc3ccccc3n2CC(=O)N2CCC(C)CC2)no1 | i | 5.8 | i | i | i | i | i | -0.1 | 5.3 | i | i
CN1CC[C@@]2([C@@]34CCN(C)C3Nc3ccccc34)c3ccccc3NC12 (some centres not stated) | i | 0.3 | i | i | i | i | i | 0.0 | -1.9 | i | i
COc1ccc(S(=O)(=O)NCC2CCCO2)cc1C(=O)O (configuration not stated) | i | 1.3 | i | i | i | i | i | -11.9 | -0.7 | i | i
COc1ccc(CCC(=O)Nc2cc(S(C)(=O)=O)ccc2Cl)cc1 | i | 0.1 | i | i | i | i | i | -0.4 | -4.0 | i | i
Cc1nn(S(=O)(=O)c2ccc([N+](=O)[O-])cc2)c(C)c1Sc1ccccc1 | i | 2.5 | i | i | i | i | i | -0.4 | 5.0 | i | i
NS(=O)(=O)c1ccc(CNC(=O)Cc2ccsc2)cc1 | i | -5.0 | i | i | i | i | i | -0.2 | 4.1 | i | i
Cc1cccc(C)c1OCCCN1CCOCC1 | i | -0.3 | i | i | i | i | i | 1.4 | 0.6 | i | i
CS(=O)(=O)c1sc(C#N)c2c1C(=O)CC(c1ccccc1)C2 (configuration not stated) | 36.6* | -0.1 | i | -9.02* | i | i | i | -3.6 | 2.5 | i | i
COc1ccc2c(c1)c1nnc(SCC(=O)N3CCCCC3C)nc1n2C (configuration not stated) | · | 0.7 | i | i | i | · | · | 0.4 | 0.9 | i | i
CCc1ccc(N(C(=O)c2csnn2)C(C(=O)NCc2ccccc2)c2ccco2)cc1 (configuration not stated) | i | 9.9 | i | i | i | i | i | 0.1 | -1.8 | i | i
O=S(=O)(Oc1ccccc1N1CCCCC1)c1ccccc1 | i | -0.4 | i | i | i | i | i | -0.1 | 10.1 | i | i
CC(C)CC(=O)C1CCCN(C(=O)c2ccc3oc(Cc4ccccc4)nc3c2)C1 (configuration not stated) | i | 12.8 | i | i | i | i | i | -0.5 | 1.1 | i | i
O=C(Cc1ccccc1)NC(=S)Nc1cc(C(F)(F)F)ccc1Cl | i | -0.8 | i | i | i | i | i | 0.0 | -5.7 | i | i
COc1ccc(OC2C(=O)N(CCc3ccc(OC)c(OC)c3)C2c2ccc3c(c2)OCO3)cc1 (configuration not stated) | i | 10.6 | i | i | i | i | i | -0.3 | -4.0 | i | i
COc1ccccc1OCC(=O)Nc1ccc2c(c1)OCO2 | i | 7.4 | i | i | i | i | i | 1.7 | -1.1 | i | i
CC(C)(C)NC(=O)C(c1ccco1)N(Cc1ccc2c(c1)OCO2)C(=O)Cn1nnc2ccccc21 (configuration not stated) | i | -3.3 | i | i | i | i | i | 0.2 | 12.4 | i | i
CCCCOc1ccccc1P(=O)(O)CP(=O)(c1ccccc1)c1ccccc1 | i | 4.9 | i | i | i | i | i | -0.3 | 5.3 | i | i
CCC(C)NC(=O)CN1C(=O)c2cccc3cccc1c23 (configuration not stated) | i | 0.6 | i | i | i | i | i | 0.3 | -6.2 | i | i
COc1cc(C(=O)N2CCN(S(=O)(=O)c3cccc(F)c3)CC2)ccc1OCC(=O)N1CCOCC1 | i | 26.6 | i | i | i | i | i | -0.2 | 10.6 | i | i
COc1cc(-c2nc(-c3cccc(C(F)(F)F)c3)no2)cc(OC)c1OC | i | 3.1 | i | i | i | i | i | 0.0 | -0.1 | i | i
CNC(=O)c1[nH]cnc1C(=O)NCC(=O)OCc1ccccc1 | i | -1.3 | i | i | i | i | i | 0.8 | 1.7 | i | i
O=C(Nc1ccccc1C(=O)N1CCCCC1)c1ccco1 | i | -17.2 | i | i | i | i | i | 0.8 | 0.3 | i | i
COc1ccc(-c2ccc3oc(-c4ccsc4)cc3c2)cc1 | i | -4.7 | i | i | i | i | i | 0.4 | -4.3 | i | i
CCOC(=O)N1CCN(C(=O)c2ccc3c(=O)n(Cc4ccc(Cl)cc4)c(=S)[nH]c3c2)CC1 | i | -2.1 | i | i | i | i | i | -0.7 | 23.6 | i | i
Cc1ccc(NC(=O)c2cc3c(s2)CCC3)cc1S(=O)(=O)N1CCOCC1 | i | 3.1 | i | i | i | i | i | 0.0 | -5.6 | i | i
COc1ccccc1OCC(=O)N1CCC2(CC1)CC(=O)c1ccccc1O2 | i | -1.5 | i | i | i | i | i | -0.1 | -9.2 | i | i
CCCC(=O)OCC(=O)Nc1ccc([N+](=O)[O-])cc1C#N | i | 4.7 | i | i | i | i | i | -0.1 | 1.9 | i | i
COc1ccccc1OCC(=O)OCC(=O)NCCN1C(=O)CSC1=O | i | 13.7 | i | i | i | i | i | 0.3 | 0.1 | i | i
O=C(Nc1ccc(Cl)cc1)C1C2C=CC3(O2)C1C(=O)N(CCN1CCCCC1)C3C(=O)NC1CCCCC1 (configuration not stated) | i | 10.0 | i | i | i | i | i | -0.5 | -5.8 | i | i
CCOC(=O)CNC(=O)CN1CCC(c2nc3ccccc3[nH]2)CC1 | i | -2.8 | i | i | i | i | i | 1.1 | -1.6 | i | i
CN(C(=O)c1ccc(Cl)c([N+](=O)[O-])c1)C1(C)CCS(=O)(=O)C1 (configuration not stated) | i | 5.3 | i | i | i | i | i | -2.0 | -4.4 | i | i
COc1ccc(C(=O)N2CCN(CCNC(=O)C(=O)Nc3ccc(F)cc3)CC2)cc1 | i | 8.2 | i | i | i | i | i | -0.7 | -2.7 | i | i
